PG9 Ab binder: small molecules binding HIV-1 gp120 antibody PG9 | 360,000 tested, 0.43% active | inhibition, % at 6.7 µM | TR-FRET gp120-PG9 antibody binding | AID 624416; in the data active = inhibition above about 8.5%
ADAM10 inh: inhibits human ADAM10 | recombinant ADAM10, EDANS/DABCYL FRET peptide cleavage, 3 h | inhibition, % at 7 µM | 370,000 tested, 0.62% active | AID 720582 | O14672;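 active = inhibition above a per-campaign cutoff equal to the mean of compounds falling between control-based bounds plus 3 SD, cut at about 20% in these data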;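 note: 0% = DMSO wells while the 100% control is not disclosed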
DAX1 inh-1: inhibits human nuclear receptor DAX1 | inhibition, % at 6.75 µM | 340,000 tested, 0.99% active | AID 504766 | HEK293 Gal4-DAX1 luciferase reporter, luminescence;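 active = inhibition above the mean over all tested compounds plus 3 SD, cut at about 4.2% in these data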;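 note: 0% = DAX1-transfected cells with DMSO and 100% = empty-vector control cells with DMSO; inhibition shows as a rise in luminescence from relieved DAX1 repression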
Target sequence (P51843 207-470 limits assumed): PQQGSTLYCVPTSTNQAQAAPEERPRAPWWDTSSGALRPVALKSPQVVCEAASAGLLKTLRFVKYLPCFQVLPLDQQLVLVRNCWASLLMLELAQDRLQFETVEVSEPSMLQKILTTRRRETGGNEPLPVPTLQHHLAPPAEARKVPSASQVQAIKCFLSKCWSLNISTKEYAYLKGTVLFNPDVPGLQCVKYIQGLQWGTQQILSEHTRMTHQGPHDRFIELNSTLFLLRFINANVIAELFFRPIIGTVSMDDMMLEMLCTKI
DAX1 inh-2: DAX1 (NR0B1) inhibition, primary screen. HEK293T StAR-luciferase reporter, SF-1/DAX-1 repression relief. inhibition, % at 6.8 µM. 370,000 tested, 1.1% active. AID 652010;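 active = inhibition above the mean over all tested compounds plus 3 SD, cut at about 3.6% in these data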;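 note: 0% = DAX-1 cells with DMSO and 100% = cells lacking DAX-1 with DMSO; higher inhibition means more luminescence from relief of DAX-1 repression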
hgDAF12 agonist: agonists of H. glycines DAF-12 nuclear receptor; 370,000 tested, 1.8% active; AID 687014; activation, % at 6.8 µM; HEK293 GAL4-hgDAF12 UAS-luciferase reporter, agonist luminescence; normalized to butyrate control;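 active = activation above a cutoff set at the mean of all screened compounds plus 3 SD, cut at about 10% in these data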;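 note: 0% = DMSO wells and 100% = sodium butyrate wells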
FXN GAA850 act: increases GAA850 frataxin promoter reporter activity. HEK293 lucGAA850 FXN promoter luciferase reporter, 24 h; percent of 10 µM SAHA response. activation, % at 6 µM. 360,000 tested, 0.56% active;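 active = activation above the average of all compounds screened plus 3 SD, cutoff fixed separately per campaign, cut at about 7.5% in these data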;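 note: 0% = DMSO wells and 100% = 10 µM SAHA wells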
ssDAF12 agonist: activates DAF-12 receptor from parasite S. stercoralis | HEK293 ssDAF-12/GRIP1 lit1-tk-luc reporter, luminescence; % of 3 µM dafachronic acid response | activation, % at 6.8 µM | 370,000 tested, 1% active;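 active = activation above the mean over all tested compounds plus 3 SD, cut at about 0.9% in these data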;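 note: 0% = DMSO-only wells and 100% = 3 µM delta7-dafachronic acid wells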
ADAM17 inh: ADAM17 inhibition, QFRET primary screen | P78536 | 370,000 tested, 0.83% active | AID 720648 | inhibition, % at 6.95 µM | recombinant ADAM17, EDANS/DABCYL FRET peptide cleavage;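 active = inhibition above the mean of compounds lying between control limits plus 3 SD, set per campaign, cut at about 8.5% in these data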;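 note: 0% = DMSO-only wells as the low control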
Target sequence (P78536 215-824 limits assumed): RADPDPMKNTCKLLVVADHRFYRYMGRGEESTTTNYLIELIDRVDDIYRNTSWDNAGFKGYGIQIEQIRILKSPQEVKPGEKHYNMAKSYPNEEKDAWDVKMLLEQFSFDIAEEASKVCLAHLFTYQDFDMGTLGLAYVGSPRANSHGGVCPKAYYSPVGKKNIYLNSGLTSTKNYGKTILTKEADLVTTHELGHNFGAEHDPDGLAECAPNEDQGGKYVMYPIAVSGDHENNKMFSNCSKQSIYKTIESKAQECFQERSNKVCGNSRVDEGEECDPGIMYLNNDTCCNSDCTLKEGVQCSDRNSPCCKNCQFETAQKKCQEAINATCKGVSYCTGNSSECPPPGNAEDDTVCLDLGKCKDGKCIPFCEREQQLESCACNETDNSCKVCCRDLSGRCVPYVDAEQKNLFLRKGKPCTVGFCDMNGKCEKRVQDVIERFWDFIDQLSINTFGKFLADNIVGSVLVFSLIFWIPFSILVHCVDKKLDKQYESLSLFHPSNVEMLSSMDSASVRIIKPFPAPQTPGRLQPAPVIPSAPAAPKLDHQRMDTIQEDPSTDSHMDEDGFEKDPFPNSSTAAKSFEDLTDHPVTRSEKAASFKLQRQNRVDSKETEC
NPR1 activator: GC-A (human) enzyme activation | P16066 | HEK293 GC-A cells, cGMP TR-FRET, EC30 ANP; 0% at EC30 ANP, 100% saturating ANP | AID 1671463 | activation, % at 10 µM | 370,000 tested, 0.14% active; in the data active = activation above about 40%
SMARCA2 act: SMARCA2 function activation, primary screen | MG213 cells, MMTV-luciferase reporter, dexamethasone, overnight | activation, % at 9.1 µM | 370,000 tested, 1% active | AID 652017; in the data active = activation above about 7.8%;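 note: 0% = vehicle wells and 100% = reference activator wells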
hcDAF-12 act: H. contortus DAF-12 activation, primary screen; HEK293 hcDAF-12 lit1-tk-luc reporter, luminescence; 0% DMSO, 100% Δ7-dafachronic acid; activation, % at 6.8 µM; 370,000 tested, 1.4% active; AID 652067;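 active = activation above the mean of all tested compounds plus 3 SD, cut at about 5.5% in these data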;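 note: 100% = response to 3 µM Δ7-dafachronic acid high control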
Starred values were filed as active, the others as inactive; i = inactive; nt = not tested or not shown.

SMILES | PG9 Ab binder | ADAM10 inh | DAX1 inh-1 | DAX1 inh-2 | hgDAF12 agonist | FXN GAA850 act | ssDAF12 agonist | ADAM17 inh | NPR1 activator | SMARCA2 act | hcDAF-12 act
CCCCNC(=O)C12CCC(C)(C(=O)C1Br)C2(C)C (stereo not drawn) | -2.0 | 1 | -1.6 | -0.1 | 3.4 | 2.6 | -1.6 | 3 | -2 | 0 | 2.0
CCOC(=O)C1=C(COC(=O)CCOc2ccccc2)NC(=O)NC1C (stereo not drawn) | -0.5 | -12 | 1.1 | 1.4 | -1.6 | 0.5 | -0.3 | -1 | 1 | -1 | -0.3
COc1cc(NC(=O)C2CCCCC2)c(OC)cc1NC(=O)c1ccccc1 | 0.1 | 4 | -1.2 | -0.3 | -2.4 | -1.2 | -1.1 | 3 | 0 | -1 | 0.7
C/C(CC(=O)Nc1ccc2c(c1)OCCO2)=N\NC(=O)COc1ccccc1C | -1.1 | -5 | -1.9 | 0.1 | -0.8 | -1.4 | -1.2 | -1 | -1 | -2 | -0.7
COc1ccccc1C(=O)C1CCCN(Cc2cn[nH]c2C2CCCCC2)C1 (stereo not drawn) | -3.1 | -12 | -0.8 | -0.6 | 0.9 | -0.5 | -1.3 | -3 | -12 | 4 | -1.2
Cc1ccc(Cl)cc1N1CCN(C(=O)c2ccc(CS(=O)Cc3ccc(Cl)cc3)o2)CC1 (stereo not drawn) | -0.1 | 23* | 2.2 | -1.3 | -1.9 | -0.6 | -1.4 | 3 | -4 | -4 | -2.6
CC(C(=O)N1CCN(c2ccc(Cl)cc2)CC1)c1ncc(C(F)(F)F)cc1Cl (stereo not drawn) | 0.1 | 2 | 0.4 | -0.1 | -3.5 | 1.3 | -1.9 | 0 | -2 | -4 | -1.9
CN1CC(=O)N(CC(=O)NCc2ccc3c(c2)OCO3)C1=O | -3.1 | 4 | 0.1 | -0.6 | 2.6 | 1.4 | -0.9 | 3 | 0 | 0 | 0.1
CC(=O)c1c(C)n(CC(=O)NCc2ccco2)c2ccccc12 | 0.1 | -9 | 0.0 | -0.5 | 1.2 | -0.3 | -1.8 | -6 | 0 | -3 | 1.0
CCOC(=O)C1CCCN(CC(=O)Nc2nccs2)C1 (stereo not drawn) | -1.6 | -3 | -0.8 | -0.1 | -1.8 | 0.8 | -1.4 | 0 | 1 | 0 | -1.3
O=C(CSc1cccc2cccnc12)N/N=C/c1ccc(O)cc1 | -2.6 | -44 | -1.2 | -0.2 | -0.2 | 2.9 | -1.5 | -18 | -2 | -4 | -1.1
Cc1nnc(SCC(=O)N2CCCC(C(=O)c3ccc(Cl)cc3)C2)o1 (stereo not drawn) | 0.3 | -4 | 0.3 | -0.8 | -1.2 | -0.1 | -1.5 | -4 | -4 | -4 | -2.2
O=C(CCC(=O)N(CC(=O)NC1CCCC1)Cc1ccc(F)cc1)Nc1nccs1 | 0.9 | 4 | 0.5 | 0.1 | 1.1 | 0.0 | -1.1 | -7 | 2 | -2 | -0.7
COc1ccc(CNC(=O)C2CCCN(S(=O)(=O)c3ccccc3)C2)cc1 (stereo not drawn) | 2.3 | -5 | -0.5 | -0.7 | -0.5 | -1.1 | -1.5 | -3 | 6 | -3 | -1.3
CN1CCN(c2ccc(S(=O)(=O)N3CCOCC3)cc2NC(=O)CSCc2ccccc2)CC1 | 0.9 | -11 | 0.2 | -0.6 | -0.6 | 1.1 | -0.9 | -7 | -1 | 1 | 0.4
COc1cc(O)c(CCC(=O)c2ccc(OC)c(OC)c2)c(OC)c1 | -0.4 | -13 | 1.1 | -0.3 | -5.8 | 1.7 | -1.6 | 1 | 2 | -4 | -0.5
CCn1nc(C(=O)OC(C(=O)c2c[nH]c3ccccc23)c2ccccc2)c2ccccc2c1=O (stereo not drawn) | 1.2 | 24* | 0.9 | -0.9 | -2.4 | -0.4 | -0.2 | 7 | -4 | 0 | -0.1
Cc1ccc(C)c(NC(=O)C(Sc2cccc[n+]2[O-])c2ccccc2)c1 (stereo not drawn) | -1.4 | -9 | 0.0 | -0.3 | -4.0 | 0.7 | -1.4 | -4 | -5 | 0 | -0.6
CN(C)C(=O)CSc1nnc([C@H](Cc2ccccc2)NC(=O)OC(C)(C)C)o1 | -1.0 | 2 | 3.2 | 0.7 | 0.9 | 0.5 | -1.2 | -4 | 5 | -5 | -0.1
O=C(Cn1nc(-c2ccccc2)ccc1=O)NCCc1ccc(F)cc1 | nt | -2 | nt | -1.1 | 0.1 | nt | -1.4 | 0 | 0 | -3 | -0.1
CCC(C)NC(=O)CSc1nc2n[nH]c(C)c2c(=N)n1-c1ccc(OC)cc1 (stereo not drawn) | 0.7 | -1 | 0.2 | 1.5 | -4.1 | -5.4 | -1.1 | 0 | -5 | 0 | -1.0
C=CCNc1nc(C(F)(F)F)nc2c1nnn2Cc1ccccc1Cl | -2.8 | 3 | -0.7 | 0.6 | 0.6 | 3.2 | -1.0 | 1 | 9 | -1 | -0.9
O=C(O)[C@@H]1CCCN1C(=O)COc1ccc2c3c(c(=O)oc2c1)CCC3 | -0.6 | i | 1.0 | 0.3 | -1.0 | 0.6 | -0.9 | -174 | 0 | 0 | -0.9
CN(C)Cc1nc2c(c(=O)[nH]1)C1(CCCCC1)Cc1ccccc1-2 | 0.5 | -4 | 0.7 | -0.9 | 0.5 | 0.6 | -1.2 | -3 | -4 | -1 | 1.5
COc1ccccc1Oc1nc(-c2cccnc2)nc2ccccc12 | 0.1 | 5 | -0.5 | -2.5 | -1.8 | -1.3 | -1.5 | -2 | -6 | 2 | -0.7

Quoted from the results shown, three compounds:
SMILES | PG9 Ab binder | ADAM10 inh | DAX1 inh-1 | DAX1 inh-2 | hgDAF12 agonist | FXN GAA850 act | ssDAF12 agonist | ADAM17 inh | NPR1 activator | SMARCA2 act | hcDAF-12 act
O=C(O)[C@@H]1CCCN1C(=O)COc1ccc2c3c(c(=O)oc2c1)CCC3 | -0.6 | i | 1.0 | 0.3 | -1.0 | 0.6 | -0.9 | -174 | 0 | 0 | -0.9
CN(C)Cc1nc2c(c(=O)[nH]1)C1(CCCCC1)Cc1ccccc1-2 | 0.5 | -4 | 0.7 | -0.9 | 0.5 | 0.6 | -1.2 | -3 | -4 | -1 | 1.5
COc1ccccc1Oc1nc(-c2cccnc2)nc2ccccc12 | 0.1 | 5 | -0.5 | -2.5 | -1.8 | -1.3 | -1.5 | -2 | -6 | 2 | -0.7

Going on with the list.
SMILES | PG9 Ab binder | ADAM10 inh | DAX1 inh-1 | DAX1 inh-2 | hgDAF12 agonist | FXN GAA850 act | ssDAF12 agonist | ADAM17 inh | NPR1 activator | SMARCA2 act | hcDAF-12 act
CCOC1OC(=O)C(Cl)=C1Nc1ccc(C)cc1C (stereo not drawn) | -1.4 | 3 | 0.8 | -0.5 | 3.0 | -0.5 | -1.9 | 1 | 0 | -2 | -1.5
COc1ccc(CCNC(=O)c2ccc3nc(N4CCOCC4)sc3c2)cc1OC | 0.1 | -19 | -0.5 | 0.1 | 7.2 | 2.3 | -1.6 | -3 | 0 | -1 | -1.7
COc1ccc(Cc2nc3ccc(C(=O)N4CCCCC4CO)cc3o2)cc1OC (stereo not drawn) | 0.5 | 9 | -0.8 | -1.4 | -2.0 | -0.4 | -1.2 | 1 | 2 | -1 | -2.5
Cc1cc(C)cc(N(CCC#N)C(=O)COC(=O)c2nc3nc(C)cc(C)n3n2)c1 | -0.4 | -4 | 0.1 | 2.1 | 0.8 | -0.7 | -0.4 | -5 | 2 | 0 | 0.5
Cc1cc(=O)oc(C)c1C(=O)n1nc(C)c2c1C[C@@H]1[C@H]2C1(C)C | 0.9 | 5 | 0.1 | 0.2 | 0.3 | -1.7 | -1.5 | -1 | 1 | -5 | -0.1
COc1ccc(C2CC2C(=O)c2ccccn2)cc1 (stereo not drawn) | -0.1 | 4 | 1.0 | -0.5 | 5.6 | 6.3 | -0.6 | 3 | -5 | 8.6* | 1.1
CCOc1cccc(C(=O)Nc2ccccc2N2CCN(C(=O)C(C)C)CC2)c1 | 1.3 | -14 | 0.3 | -1.2 | -3.6 | -4.1 | -1.8 | 1 | -2 | -2 | -2.6
CSCC(=O)N1CCC(Oc2cccc(C(=O)NCc3ccccn3)c2)CC1 | -1.7 | 1 | -0.4 | -1.6 | -0.3 | -0.4 | -1.4 | -6 | -1 | 0 | -2.0
CC1(C)C(=O)Nc2ccccc2N1C(=O)COC(=O)c1ccc(NC(N)=O)cc1 | -1.8 | -1 | -1.9 | -1.1 | -1.3 | 0.6 | -1.4 | -1 | -1 | 0 | 0.6
COc1cccc(OCc2cc(C(=O)NCc3ccc4c(c3)OCO4)no2)c1 | 1.3 | -1 | -0.4 | -0.3 | 6.9 | 3.2 | -0.4 | -1 | 4 | -3 | -0.6
CCc1c(O)nc(SCC(=O)Nc2nc3ccccc3s2)n(-c2ccccc2)c1=O | 0.1 | -6 | 0.7 | 0.8 | 2.3 | 3.4 | -1.0 | -1 | -5 | 1 | 2.3
COc1ccccc1-c1noc2ncnc(Nc3cccc(C)c3C)c12 | -2.2 | 7 | 0.7 | 0.5 | 2.7 | 2.1 | -1.5 | -1 | -9 | -2 | -2.1
CN(C)c1ccc(NC(=O)/C=C/c2ccccc2Cl)cc1 | -6.0 | 22* | 0.0 | 2.2 | 18* | 3.5 | -1.0 | 12* | -1 | 8.2* | 3.8
CSc1ccccc1C(=O)NC1CCCCCC1 | 1.9 | -8 | -0.2 | -0.2 | 0.4 | 0.3 | -1.4 | -6 | 4 | 0 | -1.3
Cc1nn(-c2ccccc2)c(N)c1Sc1cccc([N+](=O)[O-])c1 | 0.0 | 10 | -1.5 | -1.2 | 5.3 | 0.5 | -0.8 | 2 | -1 | -3 | -3.9
O=C(NCc1ccccc1F)C12CC3CC(CC(C3)C1)C2 | 3.0 | -5 | 0.3 | 0.3 | -1.0 | 0.7 | -0.8 | -4 | 0 | -5 | -2.2
Cc1noc(C)c1COc1ccccc1C(=O)NCc1ccco1 | -1.2 | 3 | 0.2 | 1.3 | 0.2 | -0.8 | -0.9 | 1 | 1 | -5 | -0.4
Cc1nc(NCCc2ccc(S(N)(=O)=O)cc2)c2c3c(sc2n1)CCC3 | 1.0 | -52 | -1.2 | -0.5 | 0.6 | 2.8 | -1.7 | -22 | -6 | -6 | -2.6
O=C(CSc1ccccc1)Nc1ccc(-c2nc3ccccc3[nH]2)cc1 | 1.7 | -233 | 0.4 | 2.1 | 16* | 1.6 | -1.1 | -57 | 1 | 2 | -0.3
CC(C)c1ccc(NC2CCCN(C(=O)CCc3cnn(C)c3)C2)cc1 (stereo not drawn) | -0.5 | -10 | 1.7 | -2.4 | 1.5 | -0.1 | -0.7 | -5 | 0 | 2 | -0.2
Clc1ccccc1-c1cnc2sc(NCc3ccc4c(c3)OCO4)nn12 | 1.8 | 2 | nt | -0.9 | 0.3 | 0.5 | -1.5 | -4 | 5 | -3 | -2.1

A second format for some results above:
structure,PG9 Ab binder,ADAM10 inh,DAX1 inh-1,DAX1 inh-2,hgDAF12 agonist,FXN GAA850 act,ssDAF12 agonist,ADAM17 inh,NPR1 activator,SMARCA2 act,hcDAF-12 act
COc1ccc(Cc2nc3ccc(C(=O)N4CCCCC4CO)cc3o2)cc1OC (stereo not drawn),0.5,9,-0.8,-1.4,-2.0,-0.4,-1.2,1,2,-1,-2.5
CC(C)c1ccc(NC2CCCN(C(=O)CCc3cnn(C)c3)C2)cc1 (stereo not drawn),-0.5,-10,1.7,-2.4,1.5,-0.1,-0.7,-5,0,2,-0.2
